From PubChem
TDP2 absorb = TDP2 (human) inhibition, absorbance primary screen. O95551. recombinant TDP2, T5PNP hydrolysis, p-nitrophenol absorbance 415 nm. inhibition, % at 12.8 µM. 370,000 tested, 0.34% active. AID 720702;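 active = inhibition above the mean of all tested compounds plus 3 SD, set per campaign, cut at about 25% in these data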;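 also: 0% = DMSO with enzyme and 100% = buffer with substrate but no TDP2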
Target sequence (O95551 whole entry, looked up): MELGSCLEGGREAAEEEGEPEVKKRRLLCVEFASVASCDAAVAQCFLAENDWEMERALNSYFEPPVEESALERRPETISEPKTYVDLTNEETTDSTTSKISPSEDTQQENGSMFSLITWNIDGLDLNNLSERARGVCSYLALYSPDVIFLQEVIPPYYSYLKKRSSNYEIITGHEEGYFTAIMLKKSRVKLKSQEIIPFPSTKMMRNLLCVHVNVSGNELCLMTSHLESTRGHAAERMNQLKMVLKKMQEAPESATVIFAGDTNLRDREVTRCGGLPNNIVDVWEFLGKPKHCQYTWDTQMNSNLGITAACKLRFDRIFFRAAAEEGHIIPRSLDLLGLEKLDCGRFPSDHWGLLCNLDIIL
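System – recombinant human TDP2 · Quantity – TDP2 enzyme at 120 nM final · Doses – single concentration, 12.8 µM nominal, with 1% DMSO · Incubation – 2 h at 37 °C · Measured by – epi absorbance of p-nitrophenol freed from T5PNP by hydrolysis · Read-out – % inhibition relative to enzyme-containing and enzyme-free wells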
SIAE inh = human SIAE inhibition, primary screen; Q9HAT2; SIAE FP-Rh probe binding, fluorescence polarization; inhibition, % at 9.66 µM; 370,000 tested, 0.69% active; AID 1053197;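 active = inhibition above a cutoff: mean of compounds within the control limits plus 3 SD of those, cut at about 17% in these data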;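 also: 0% = plate median of compound wells and 100% = probe without SIAE protein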
rCAG binder = r(CAG) repeat RNA binding; TO-PRO-1 dye displacement fluorescence; inhibition, % at 3 µM; 370,000 tested, 1.3% active; AID 651821;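 active = inhibition above the plate cutoff, the mean of all test compounds on that plate plus 3 SD, cut at about 35% in these data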;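 also: 0% = DMSO alone and 100% = 100 µM mitoxantrone as full dye displacement; higher means more dye released from RNA so lower well fluorescence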
PRMT1 FP inh = blocks human protein arginine methyltransferase 1; recombinant PRMT1, activity-based probe fluorescence polarization; inhibition, % at 2.79 µM; 370,000 tested, 1.3% active; AID 652257;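 active = inhibition above about 21% made by adding two undisclosed values, limit read from the data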
TCR CD3 inh = human TCR-CD3 binding inhibition. TAMRA-labeled TCR probe fluorescence, biochemical. inhibition, % at 9.4 µM. 360,000 tested, 0.37% active; in the data active = inhibition above about 19%;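 also: recombinant mutant TCR 2C K166C tagged with TAMRA read by polarization; 0% = receptor in buffer alone and 100% = receptor with positive control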
Rev-erbA mod = modulates human Rev-erb alpha binding to DNA; P20393; Rev-erbα–FITC-DNA binding, fluorescence polarization, 90 min; activity, % at 10 µM; 370,000 tested, 0.79% active;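 active = activity above about 14%, limit read from the data; passing the limit was not always enough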;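 also: 0% = DMSO wells with 35 nM protein and 100% = DMSO wells with 750 nM protein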
mABHD4 FP = ABHD4 (mouse) inhibition, primary FP screen; purified mABHD4, FP-Rh probe fluorescence polarization; 370,000 tested, 0.54% active; AID 720543; inhibition, % at 8.92 µM;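 active = inhibition exceeding the mean over every tested compound plus 3 SD, cut at about 30% in these data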;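 also: 0% = plate median of compound wells and 100% = S159A mutant with DMSO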
Target sequence (Q8VD66 whole entry, looked up): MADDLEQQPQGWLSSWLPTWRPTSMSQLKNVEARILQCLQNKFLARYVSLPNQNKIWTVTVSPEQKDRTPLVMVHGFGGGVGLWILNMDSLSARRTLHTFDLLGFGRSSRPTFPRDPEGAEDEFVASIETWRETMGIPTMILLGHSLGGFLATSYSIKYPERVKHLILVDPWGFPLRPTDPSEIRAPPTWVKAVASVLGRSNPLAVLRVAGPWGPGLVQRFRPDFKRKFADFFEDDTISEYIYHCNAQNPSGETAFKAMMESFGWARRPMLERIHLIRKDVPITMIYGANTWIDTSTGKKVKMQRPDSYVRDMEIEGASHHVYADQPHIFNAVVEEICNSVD
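assay system = mABHD4 protein | compound dosing = single nominal dose of 8.92 µM, 0.89% DMSO final | read-out basis = percent inhibition of probe binding, normalized to plate controls | schedule = Enzyme–compound pre-incubation 45 min, then probe 60 min, both 25 °C | detection = fluorescence polarization, excitation 525 nm, emission 598 nm, BODIPY TMR filters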
HTRA1 inh = HTRA1 (human) protease inhibition; Q92743; recombinant HTRA1, FP-rhodamine activity-based probe, fluorescence polarization; inhibition, % at 5.96 µM; 340,000 tested, 0.5% active; in the data active = inhibition above about 36%;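 also: 0% = enzyme with DMSO and 100% = wells lacking enzyme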
LEDGF integ inh = blocks HIV-1 LEDGF/p75-dependent DNA integration | TR-FRET IN-LEDGF/p75 DNA integration, Eu/Cy5 | inhibition, % at 3.7 µM | 370,000 tested, 0.64% active | AID 743269;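 active = inhibition above the screen-wide mean plus 3 SD, cut at about 13% in these data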;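 also: signal is the Cy5 over europium emission ratio at 671 and 618 nm; 0% = plate median of compound wells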
PG9 binder = PG9 antibody binding by small molecule; TR-FRET gp120-PG9 antibody binding; inhibition, % at 6.7 µM; 360,000 tested, 0.43% active; AID 624416; in the data active = inhibition above about 8.5%
* = called active by the depositor; · = no result given. These rows are one share of the data (hit frequency here may not be typical).

Every second line gives: HTRA1 inh, rCAG binder, LEDGF integ inh, SIAE inh, TDP2 absorb, mABHD4 FP, PRMT1 FP inh, TCR CD3 inh, Rev-erbA mod, PG9 binder
O=C(Cn1c(SCC(=O)N2CCc3ccccc3C2)nc2ccccc21)NC1CCCC1
    -5, -2, 6, -7, -13, -6, 3, -9, -1, 2.1
Cc1ccc(C(=O)Nc2nc3ccc(S(C)(=O)=O)cc3s2)s1
    -1, 9, 5, -10, -2, -3, -4, 0, -3, 0.6
CCN(CC)C(=O)C1=C(C)N(CCC2=CCCCC2)C(=O)C(CC(=O)NC(c2ccccc2)c2ccccc2)C1 (configuration not stated)
    -18, 5, 2, 0, -1, 2, 0, 2, 5, -1.1
CCOc1ccc(OCC(=O)Nc2cc3c(cc2C(=O)O)OCCCO3)cc1
    1, 23, 2, 7, -9, -4, 2, 1, 4, -0.5
CN=C(c1ccc(C)cc1)n1c(=S)nc(-c2ccc(C)cc2)n(C)c1=S
    -10, -3, 3, -5, 5, 3, 6, -2, -1, -1.7
O=C(NCc1ccc2c(c1)OCO2)c1cccc(N2CCCC2=O)c1
    -2, -3, 0, -4, -2, -3, 1, -1, -4, 0.7
CCOC(=O)c1c(N)sc(C(=O)N2CCOCC2)c1C
    1, 2, 2, 1, -22, -4, -2, 4, 0, -3.1
O=C(NCC1COc2ccccc2O1)c1ccc(Cl)c(S(=O)(=O)N2CCOCC2)c1 (configuration not stated)
    0, 5, -2, -1, 3, -4, -2, -2, -4, -0.3
Cc1ccc(SCC(=O)Nc2ccc3c(c2)C(=O)N(C)C3=O)cc1
    -9, 4, 2, -6, -3, -2, 0, 3, -3, -1.1
N#Cc1cc(S(=O)(=O)c2ccccc2)c(N)[nH]c1=O
    5, 3, -4, -6, -4, -3, 4, -3, 3, 1.3
CC(C)N(Cc1cn(C)nc1-c1cccc(Cl)c1)CC1CCC(=O)N1 (configuration not stated)
    -2, -10, 2, 9, 13, -2, 0, -8, 5, -0.3
CCc1sc(NC(C)=O)nc1-c1ccccc1
    3, -6, -3, -1, -2, -8, 0, -8, -5, 1.9
O=C(Nc1ccc(OCC(=O)N2CCOCC2)cc1)c1ccccc1F
    0, 0, 3, 0, -4, -4, -5, 2, -1, -0.5
CCCOc1ccc(N2C(=O)CC(N3CCN(c4ccccc4F)CC3)C2=O)cc1 (configuration not stated)
    -10, -2, -1, 7, 1, 1, 2, 5, -5, 0.5
O=C(NCc1ccco1)c1ccc(S(=O)(=O)N2CCCCC2)cc1
    -5, -3, -3, -7, 5, -1, 0, 1, -6, -1.6

The list goes on.
Every second line gives: HTRA1 inh, rCAG binder, LEDGF integ inh, SIAE inh, TDP2 absorb, mABHD4 FP, PRMT1 FP inh, TCR CD3 inh, Rev-erbA mod, PG9 binder
COc1ccc(CCN/C=C2/CC(=O)NC2=O)cc1OC
    1, -2, 2, 9, 0, 3, 0, -8, 5, -1.3
CSC1=NCCN1C(=O)COc1ccccc1
    -3, 2, -1, 2, -5, 4, -2, 2, 3, 2.9
CC[C@H](C)[C@H]1CNC(=S)N1CC1CCN(CCC23CC4CC(CC(C4)C2)C3)CC1
    1, 0, -7, -2, 1, 4, 1, -8, -7, -1.3
CCn1c(=O)n(CC)c2cc(N3CCCC3)c(NC(=O)c3cc(Cl)ccc3OC)cc21
    3, 0, 0, 6, 10, 6, -2, 11, -1, -1.6
COC(=O)CCCCCN1C(=O)/C(=C\c2ccncc2)SC1=S
    8, -4, 4, 4, 6, 4, -2, -6, 0, -0.8
O=C(NNC(=S)Nc1ccccc1)c1ccncc1
    5, 2, -6, 5, -4, 5, -3, 6, -1, -3.4
O=C(Nc1ccc(C(=O)N2CCN(c3ccccc3)CC2)cc1)C1=CSCCO1
    3, -2, 3, -2, 13, 0, 1, 6, 1, -2.8
Cn1c(SCC(=O)N2CCOCC2)nc2cccnc21
    2, 1, 3, 1, 9, 4, 0, -1, -3, -3.1
CCc1ccc(N=C2NC(=O)CS2)cc1
    -4, -3, 0, -5, 6, -7, -5, 0, 1, 0.0
CCCCN1C(=O)/C(=C/C=C2/C=Cc3ccccc3N2CC)SC1=S
    -1, -4, -5, -4, -11, 1, 3, -6, 0, 0.2
CC1=C(C(=O)NCc2ccccc2)C(c2cccnc2)n2ncnc2N1 (configuration not stated)
    6, 0, 2, 3, 3, -1, 0, 2, -3, -2.0
CCOC(=O)c1c(-c2ccc(C)o2)csc1NC(=O)CSc1nncs1
    -14, -2, -1, -4, 0, -3, 4, 1, -3, -2.0
CCOc1cc(NC2CS(=O)(=O)CC2O)c(OCC)cc1NC(=O)c1ccccc1 (configuration not stated)
    1, -3, 0, 5, 0, 6, 1, -3, -1, -9.1
CC(=O)N1c2ccc(S(=O)(=O)NCCC(=O)NC3CCCCCC3)cc2CC1C (configuration not stated)
    6, -7, 3, 2, -8, -2, -8, 0, -2, -1.9
COc1ccc(CNC(=O)c2cnn3c(C(F)F)cc(C)nc23)cc1OC
    -3, 0, -2, -2, 7, 4, 2, -3, -3, 1.4

Next section
Every second line gives: HTRA1 inh, rCAG binder, LEDGF integ inh, SIAE inh, TDP2 absorb, mABHD4 FP, PRMT1 FP inh, TCR CD3 inh, Rev-erbA mod, PG9 binder
COc1ccc(CNC(=S)NNC(=O)c2cc3ccccc3o2)cc1
    5, 30, -3, 1, -12, 4, 0, 4, -5, -0.1
Cc1ccc(OCCCN(C)C)c(Br)c1
    -3, -1, 2, -1, 0, 6, -1, -8, 2, 0.5
COc1ccc(Cl)cc1NC(=O)NCCCl
    -4, 0, 0, 17, 8, 4, -3, -8, 0, 1.6
O=c1cc(/C=C/c2c(F)cccc2Cl)[nH]c2ccccc12
    2, 4, 0, -7, -3, -5, -1, 6, -13, -0.1
COCCn1c(SCC(=O)NC2CCCC2)nnc1-c1ccncc1
    3, -1, 0, 5, 1, 1, 0, 10, 12, -2.1
Cc1onc(-c2ccccc2)c1C(=O)N1CCN(Cc2ccccc2)CC1
    -1, -5, -1, 10, 9, 8, -1, 10, -10, -2.1
COC(=O)CCCC1=CC2=CC(=O)C(C)(OC(=O)c3cccs3)C(=O)C2=CN1Cc1ccc2c(c1)OCO2 (configuration not stated)
    22, 17, 1, 3, 6, 14, 1, 12, 2, 0.3
CC(=O)Cc1cc(O)c2ccccc2c1OC(=O)c1ccc(Br)cc1
    1, 10, -4, 8, 15, 1, 1, -3, -1, -0.6
Cc1ccc(C(=O)CSc2nnc(CNc3ccc(C)cc3C)n2Cc2ccco2)cc1
    -30, -3, -3, 6, 7, 17, 0, 7, -4, -1.9
Cc1nc(N2CCC3(CC2)OCCO3)c2nnn(Cc3ccccc3F)c2n1
    -12, -11, 0, 4, -1, 2, -1, -8, 1, -1.5
CCNC(=S)N/N=C1\CCCCc2ccccc21
    1, -3, 0, 12, -1, -3, -1, 5, -4, -3.8
CCCOc1ccc(C(=O)N2CCCC2C(=O)O)cc1 (configuration not stated)
    7, -2, 0, -6, -9, -6, 12, -9, 1, -0.4
Cc1ccc(S(=O)(=O)N(C)C)cc1NC(=O)COC(=O)c1sc2cc(Cl)ccc2c1Cl
    -7, 4, 1, -39, 15, -2, 0, 1, 8, -0.5
O=C(Oc1ccc2c(c1)OCC2=O)c1ccccc1
    12, 3, 3, -1, 0, -7, 3, -2, -1, 0.1
Cc1ccc(-c2cc(C(=O)Nc3cc(C)ccc3O)no2)cc1
    -14, 0, -2, 11, 7, 7, -2, -3, 0, -0.9

Additional records
Every second line gives: HTRA1 inh, rCAG binder, LEDGF integ inh, SIAE inh, TDP2 absorb, mABHD4 FP, PRMT1 FP inh, TCR CD3 inh, Rev-erbA mod, PG9 binder
CC(OC(=O)C1CCN(S(=O)(=O)c2ccccc2C(F)(F)F)CC1)C(=O)N(C)Cc1ccccc1 (configuration not stated)
    -12, -7, 0, -1, -6, 1, 2, 0, 0, -0.5
C=CCN1C(=O)[C@@H](CC(=O)NCc2ccc(C)o2)[C@]2(C(=O)OCC)CCCCC/C=C/12
    ·, 3, -4, 6, -1, 4, 6, ·, 0, ·
CCc1ccc(OCC(=O)NCCc2ccc3c(c2)OCCO3)cc1
    -1, 1, -2, 16, 8, -3, 1, 1, 11, 0.0
CCS(=O)(=O)N1CCCC(C(=O)NC2CCCCC2)C1 (configuration not stated)
    -4, 3, 0, 0, -10, 0, 1, 3, -3, 2.0
CN(C)c1ccc(/C=N/NC(=O)c2nnn(-c3nonc3N)c2CN2CCCCCC2)cc1
    -6, 5, -1, -2, -1, 3, 8, -8, -6, 0.0
COc1ccc(NC(=O)CC2C(=O)N(Cc3ccccc3)C(=S)N2CCN2CCOCC2)cc1 (configuration not stated)
    -3, 5, 4, -10, -31, -20, -5, -2, 2, 2.2
Cc1ccc(/C=N/n2c(C)cc(C)c(C#N)c2=O)cc1
    0, -1, 1, 7, -1, 8, 2, -7, 4, 1.2
CCCOc1ccc(CSc2ncn[nH]2)cc1
    -6, 1, 0, 1, -9, 0, 0, 2, 0, 0.1
O=C(O)CC1S/C(=N\N=C/c2ccccc2O)N(c2ccc(O)cc2)C1=O (configuration not stated)
    -13, 9, -2, 5, 6, 1, 0, 4, -2, -0.4
CC(=O)Nc1cncc(-c2cccc(S(C)(=O)=O)c2)n1
    ·, 0, -2, 1, -4, 7, 0, 0, -6, 0.0
Cc1cc(C)cc(OC(=O)CCN2C(=O)c3ccccc3C2=O)c1
    -9, -4, -4, -8, 1, 2, 5, 0, -2, -0.8
CCOc1ccccc1NC(=S)N1CCCc2ccccc21
    -1, 3, 5, 4, -3, -3, 0, -8, 0, -0.2
COCCSc1ccccc1C(=O)Nc1nncs1
    5, 3, 2, 2, -3, -2, 1, -3, -3, -0.1
CCCCn1nnnc1C(c1cc2ccccc2o1)N(Cc1ccccc1)Cc1ccccc1 (configuration not stated)
    ·, 6, -2, -5, 3, -3, 3, -1, 2, 1.3
CSc1ccc(Cl)c(C(=O)N2CCN(c3ncccn3)CC2)c1
    8, 0, -4, 3, -11, 5, -1, 4, -6, 1.2
